Bioassay records (PubChem)
Rtt109 HAT inh – C. albicans Rtt109 histone acetyltransferase inhibition; purified Rtt109/Vps75, ThioGlo CoA-SH fluorescence, 4 h; inhibition, % at 34.9 µM; actives 0.16% (n = 330,000); AID 540336;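 active = inhibition of at least 50% in every replicate; inconclusive = best replicate reaches 50% inhibition but some replicates fall short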
PfHsp90 set2 – reduces growth (ATP signal) of yeast expressing P. falciparum Hsp90 | inhibition, % at 9.4 µM | S. cerevisiae expressing PfHsp90, BacTiter-Glo ATP, 48 h; yeast lacking PDR1 and PDR3 efflux regulators | actives 0.32% (n = 310,000) | AID 504621;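 active = every replicate shows inhibition above about 80%, whatever the replicate mean, limit read from the data; inconclusive = mean inhibition reaches the set limit but some replicate falls short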;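 also: 0% = DMSO neutral controls and 100% = 20 µM radicicol positive controls; yeast relying on Plasmodium falciparum Hsp90 in place of its own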
NSD2 HMT inh – NSD2 (human) methyltransferase inhibition; O96028; NSD2 peptide methylation, AlphaScreen, 120 min; inhibition, % at 12.5 µM; actives 0.54% (n = 310,000); AID 743445; in the data active = inhibition above about 50%
PvdQ acylase – blocks Pseudomonas aeruginosa PvdQ acylase activity. purified PvdQ acylase, fluorescence plate reader. inhibition, % at 10 µM. actives 0.063% (n = 340,000); in the data active = inhibition above about 30%, passing the limit was not always enough; inconclusive = no clear call, values can overlap the other calls;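 also: 0% = vehicle neutral wells and 100% = reference inhibitor wells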
CAL PDZ FP-1 – blocks peptide binding to the human CAL PDZ domain | Q9HD26 | purified CAL PDZ, TMR-peptide fluorescence polarization, 1 h | inhibition, % at 24.9 µM | actives 0.92% (n = 300,000) | AID 602252;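 active = mean inhibition of at least 30% with at least half of replicates also reaching 30%; inconclusive = no clear call, values can overlap the other calls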;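 also: 0% = DMSO neutral control and 100% = excess unlabeled competitor peptide PRC23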
SR-BI DiI-HDL act – enhances SR-BI lipid uptake from DiI-HDL; CHO ldlA[mSR-BI] cells, DiI-HDL uptake fluorescence, 3 h; 100 = double the neutral-control signal; AID 504775; actives 0.096% (n = 320,000); activation, % at 12.5 µM;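 active = mean replicate activation of at least 60% and every replicate at or above 60%; inconclusive = mean or all-replicate condition met, but not both; inactive = mean below 60% and not all replicates reaching 60%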;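 also: 0% = median plate neutral-control signal and 100% = twice that signal; values of inactives mirror those of a sister screen read the other way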
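System: LDL receptor-deficient CHO ldlA cells overexpressing murine SR-BI | Timing: 3 h uptake period with compound, 37 °C | Medium: HEPES-buffered (25 mM, pH 7.4) F12 plus 0.5% BSA | Dosing: Single-point compound dose | Signal: Bottom-read fluorescence, 550/595 nm | Read-out: Retained DiI signal reflecting DiI-HDL uptake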
CAL PDZ FP-2 – blocks peptide binding to human CAL PDZ domain | AID 504414 | Q9HD26 | actives 0.02% (n = 330,000) | inhibition, % at 20 µM | purified CAL PDZ, TMR-peptide fluorescence polarization, 1 h;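 active = highest replicate inhibition of at least 40%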;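 also: plate controls were DMSO neutral control wells for no effect and unlabeled competitor peptide control wells for full effect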
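Test system: tagged CAL PDZ domain / Buffer or medium: sodium phosphate/NaCl buffer pH 7.4 with TCEP, IgG, Thesit / Reagent: TMR-labelled reporter peptide T*-PRC34 bound in PDZ groove / Compound dosing: single point, 20 µM / Schedule: 1 h incubation at room temperature before polarization reading / Technique: fluorescence polarization (mP) / Benchmarks: unlabelled peptide, DMSO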
dFosB act – enhances mouse delta FosB homodimer DNA binding; P13346; purified delta FosB, TAMRA-CDK5 oligo fluorescence polarization; percent of positive-control signal above neutral wells; activation, % at 25 µM; actives 0.99% (n = 340,000); AID 493131;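 active = mean activation above about 17%, with every replicate also reaching it, limit read from the data, passing the limit was not always enough; inconclusive = only one of the two conditions met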;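 also: fluorescence polarization rise as delta FosB binds a TAMRA Cdk5 AP-1 oligo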
Target sequence (P13346 whole entry, looked up): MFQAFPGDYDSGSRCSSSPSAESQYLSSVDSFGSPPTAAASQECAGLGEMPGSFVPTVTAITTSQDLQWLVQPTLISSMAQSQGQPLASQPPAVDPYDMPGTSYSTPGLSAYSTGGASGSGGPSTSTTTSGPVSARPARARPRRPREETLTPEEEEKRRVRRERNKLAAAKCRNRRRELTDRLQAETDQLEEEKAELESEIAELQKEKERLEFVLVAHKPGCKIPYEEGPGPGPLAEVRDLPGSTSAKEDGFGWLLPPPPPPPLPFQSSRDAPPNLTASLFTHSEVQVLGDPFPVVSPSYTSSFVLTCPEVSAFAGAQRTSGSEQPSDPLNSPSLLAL
SR-BI DiI inh – blocks mouse SR-BI lipid uptake from DiI-HDL. inhibition, % at 12.5 µM. actives 0.96% (n = 320,000). ldlA[mSR-BI] CHO cells, DiI-HDL uptake fluorescence, 3 h. Q61009;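 active = mean replicate inhibition of at least 70% and a set share of replicates each scoring 70 or more; inconclusive = meets just one of the two criteria; inactive = fails both criteria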;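 also: 0% = median of neutral control wells and 100% = median of positive control wells; values of inactives mirror those of a sister screen read the other way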
Target sequence (Q61009 whole entry, looked up): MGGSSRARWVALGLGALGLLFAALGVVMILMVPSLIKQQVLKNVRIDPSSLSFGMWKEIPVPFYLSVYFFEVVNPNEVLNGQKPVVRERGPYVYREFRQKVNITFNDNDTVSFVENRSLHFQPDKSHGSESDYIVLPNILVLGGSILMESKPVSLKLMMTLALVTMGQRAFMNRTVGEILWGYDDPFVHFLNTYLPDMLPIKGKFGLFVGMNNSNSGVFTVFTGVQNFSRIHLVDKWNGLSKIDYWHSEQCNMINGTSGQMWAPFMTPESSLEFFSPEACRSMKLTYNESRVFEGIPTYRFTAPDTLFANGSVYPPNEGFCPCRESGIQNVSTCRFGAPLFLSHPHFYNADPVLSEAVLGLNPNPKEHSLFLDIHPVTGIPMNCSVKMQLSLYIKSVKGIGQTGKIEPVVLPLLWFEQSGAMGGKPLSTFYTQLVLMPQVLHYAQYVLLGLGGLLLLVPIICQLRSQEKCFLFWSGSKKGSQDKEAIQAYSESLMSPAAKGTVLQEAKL
MITF act – MITF TRPM1 promoter activation in melanoma cells; SK-MEL-5 TRPM1-promoter luciferase, 24 h; % of positive control, neutral wells = 0; activation, % at 12.5 µM; actives 0.75% (n = 300,000);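 active = mean activation of at least 80% with every replicate also reaching 80%; inconclusive = mean reaches 80% but some replicate falls short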;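 also: 0% = neutral control wells and 100% = parthenolide positive control wells; values of inactives mirror those of a sister screen read the other way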
Numbers without * were called inactive; ? = inconclusive; nt = not tested or not shown.

entry	Compound	Rtt109 HAT inh	PfHsp90 set2	NSD2 HMT inh	PvdQ acylase	CAL PDZ FP-1	SR-BI DiI-HDL act	CAL PDZ FP-2	dFosB act	SR-BI DiI inh	MITF act
1	COC(=O)C1=C(N)Oc2cc(C)[nH]c(=O)c2C1c1ccc(Cl)cc1 (stereo unspecified)	0	-10	-2	-12	-3	nt	-3.4	-4	nt	2
2	Cc1ccn2cc(C(=O)Nc3ccc4c(c3)OCCO4)nc2c1	nt	-13	0	-7	-5	0	-1.2	-3	0	36
3	CC(C)OCCCNC(=O)c1ccc(NS(C)(=O)=O)cc1	1	16	23	-13	-11	32	-2.1	-3	-32	-4
4	N#Cc1c(NC(=O)c2cnccn2)sc2c1CCCC2	-20	16	2	-7	1	25	-1.2	-11	-25	58
5	O=[N+]([O-])c1ccc(N/N=C2/CCCCC2c2ccccn2)cc1 (stereo unspecified)	-7	37	4	0	-3	-32	-2.0	-4	32	0
6	O=C(O)CSc1nnc(Cn2c(=O)sc3ccccc32)n1-c1cccc(Cl)c1	5	5	nt	-14	0	-4	0.3	0	4	-14
7	Cc1cc(C)n2nc(C(=O)N/N=C/c3c4ccccc4cc4ccccc34)nc2n1	15	-39	nt	-9	-5	1	-18	16	-1	-4
8	COc1ccc2c(C)cc(N3CCOCC3)nc2c1	3	28	-1	-7	-4	-27	-0.4	-6	27	45
9	CCCCN(C(=O)NC(=O)Nc1ccc(C)cn1)S(C)(=O)=O	-11	-16	0	-20	-3	28	-1.0	0	-28	10
10	CCn1ncc(Br)c1C(=O)Nc1ccc(F)cc1F	-3	-4	-4	9	-3	0	-1.0	-4	0	19
11	O=C(Nc1ccccc1NC(=O)c1ccc(F)cc1)c1ccc(F)cc1	-2	-38	-3	-15	1	-1	0.2	-4	1	4
12	CC(C)C(C(=O)Nc1nccs1)N1C(=O)c2ccccc2C1=O (stereo unspecified)	5	-1	-1	-21	0	15	0.7	-6	-15	14
13	COc1ccc(/C=C/C(=O)c2ccccc2)cc1COc1ccc(F)cc1	-12	20	3	-11	nt	-31	-0.6	-8	31	13
14	COC(=O)C1=C(C(=O)OC)[C@@H]2N(Cc3ccccc3)c3ccccc3[C@@]23C[C@@H](C(=O)OC)N(C(=O)NC(C)(C)C)C3=N1	8	nt	nt	5	-1	13	0.6	4	-13	1
15	Cc1ccc(S(=O)(=O)NCc2ccc(C(=O)NCCN(Cc3ccccc3)C(C)C)cc2)cc1	8	9	2	7	nt	-1	-0.4	-5	1	-8
16	COc1ccc(C(=O)/C=C2\Sc3ccccc3N2C)cc1	-16	10	-9	12	4	-28	0.9	-8	28	8
17	Cc1nc2ncnn2c(C)c1C/C=C/c1ccccc1	3	-4	-1	-2	-3	-2	-2.3	3	2	-8
18	NC(=O)CSc1nnc(CNc2ccc(F)cc2)n1CC1CCCO1 (stereo unspecified)	-14	-10	-2	5	-2	6	-0.2	3	-6	3
19	CCOC(=O)C1(Cc2ccc(OC)cc2)CCN(C(=O)CC2CCC(=O)N2)CC1 (stereo unspecified)	0	20	-2	2	nt	12	0.6	7	-12	10
20	Cc1ccc(-c2csc3ncnc(-n4nnc5ccccc54)c23)cc1	-5	-26	-3	-6	-5	-3	-3.0	-14	3	-4
21	O=C(CCN1C(=O)c2ccccc2S1(=O)=O)NCc1ccccc1	-9	nt	-1	-12	-4	23	-2.6	3	-23	7
22	CCOC(=O)c1nnn(-c2nonc2N)c1-c1ccc(F)cc1	-16	-12	0	-15	nt	14	0.9	-3	-14	4
23	Cc1cc(Nc2cc(Cl)cc(Cl)c2)nc(N)n1	3	-13	-2	-8	-4	-15	-2.8	0	15	nt
24	O=C(O)c1ccc(S(=O)(=O)N(Cc2cccs2)CC2CCCO2)cc1 (stereo unspecified)	-7	-5	2	-6	1	-9	-0.2	4	9	7
25	CCOc1ccc(NC(=O)CN(C)CC(=O)NC(C)c2ccccc2)cc1OCC (stereo unspecified)	1	-20	-5	-20	39*	-5	-2.1	2	5	-4
26	Cc1ccc(SCC(=O)OCC(=O)NCCCc2ccccc2)cc1	0	nt	-4	-5	-3	-10	0.0	-10	10	3
27	O=C(CSc1ncnc2c1oc1ccccc12)Nc1ccc2c(c1)OCCO2	6	nt	2	8	nt	20	-0.6	-6	-20	-11
28	COc1cc(/C=C/C(=O)OCC(=O)N2CCc3ccccc3C2)ccc1O	-4	-2	1	-17	-1	-12	0.3	-6	12	-6
29	Cc1ccccc1NC(=O)CCC(=O)OCCCC(F)(F)C(F)(F)F	9	-12	-3	-10	-2	9	-4.0	0	-9	-9
30	O[C@@H]([C@H](O)[C@H](O)CBr)[C@H](O)CBr	-8	-3	nt	2	-4	-1	0.0	-1	1	-6
31	CCOC(=O)C(=O)NCC(c1cccs1)S(=O)(=O)c1ccc(F)cc1 (stereo unspecified)	-2	6	-1	-13	-5	9	-0.8	-10	-9	3
32	O=C(Cc1ccc(NC(=O)C2CCN(C(=O)C3CC3)CC2)cc1)Nc1cccc(C(=O)N2CCCC2)c1	-4	12	nt	-4	2	12	-0.3	-1	-12	12
33	CCOC(=O)c1c(C)[nH]c(C(=O)COC(=O)CNC(=O)c2ccc(Cl)cc2)c1C	-2	-4	-2	-3	-5	16	-2.0	-4	-16	1
34	O=C(CCNS(=O)(=O)c1ccccc1)N1CCCCCCC1	-11	-11	-1	-10	3	17	-2.3	4	-17	14
35	Cc1nc(SCC(=O)O)n[nH]1	0	-43	0	-8	-1	nt	0.2	-3	nt	1
36	O=C(c1cc([N+](=O)[O-])ccc1N1CCOCC1)N1CCN(S(=O)(=O)c2ccc(F)cc2)CC1	0	-19	0	-8	0	5	-0.4	-3	-5	-2
37	CC(C)c1nnc(NC(=O)c2c(O)c3cccc4c3n(c2=O)CCC4)s1	7	24	1	3	-3	15	-1.0	9	-15	-16
38	Cc1ccccc1Cn1cnc2c([N+](=O)[O-])c(C)c(C)cc21	-5	3	23	-4	22	-27	-1.3	-5	27	2
39	CC1(C)CC2c3cccc(C(=O)O)c3C(=O)N2c2c1ccc1ccccc21 (stereo unspecified)	-8	-68	3	-8	4	4	-1.0	-1	-4	3
40	NS(=O)(=O)c1cccc(NC(=O)C(Cc2ccccc2)NC(=O)c2ccccc2)c1 (stereo unspecified)	7	4	0	-8	-3	-12	-1.1	-12	12	-3
41	O=C(NC1=NCCS1)c1sc2cc(Cl)cc(Cl)c2c1Cl	-2	0	0	-9	-2	-9	-1.2	-4	9	-3
42	CC(C)OC(=O)CSc1nc(N)c(C#N)cc1C#N	3	-20	-3	2	-4	6	-0.9	-2	-6	42
43	COc1ccc(-n2c(C)cc(C(=O)COc3ccc(C)nc3[N+](=O)[O-])c2C)cc1	11	-5	1	-13	-3	1	-2.1	1	-1	-5
44	O=C(c1cc(Br)c(Br)s1)N1CCc2ccccc2C1	2	-11	-2	-17	nt	-26	-1.7	-9	26	15
45	O=C(CSc1nnc(-c2cccnc2)n1-c1ccccc1)NCc1ccc2c(c1)OCO2	-10	-7	0	1	-2	-7	nt	-8	7	-8
46	CC1CCN(C(c2cc3cc4c(cc3[nH]c2=O)OCO4)c2nnnn2CC2CCCO2)CC1 (stereo unspecified)	4	nt	-3	-11	-2	5	-0.2	-3	-5	-8
47	COc1ccc(Cl)c(NC(=O)C/C(C)=N/NC(=O)CCc2ccccc2)c1	-10	-7	0	-8	-6	8	0.0	-7	-8	0
48	Cc1c(C(=O)NC(C)c2ccccn2)oc2c(Cl)cccc12 (stereo unspecified)	10	nt	-1	6	3	-23	-2.0	-8	23	-27
49	O=C1C2CCCN2C(c2ccccc2F)N1c1cccc(Cl)c1 (stereo unspecified)	-5	10	nt	-16	0	-10	-0.8	-5	10	5
50	COc1cc(OC)cc(C(=O)N[C@H](C(=O)OCC(=O)c2ccc(F)cc2)C(C)C)c1	11	nt	-2	6	-8	-40	-2.5	-9	40	-6

Additional results.
entry	Compound	Rtt109 HAT inh	PfHsp90 set2	NSD2 HMT inh	PvdQ acylase	CAL PDZ FP-1	SR-BI DiI-HDL act	CAL PDZ FP-2	dFosB act	SR-BI DiI inh	MITF act
51	COc1ccc(S(=O)(=O)N2CCCCCC2)cc1NC(=O)c1c2c(nc3ccccc13)CCN(Cc1ccccc1)C2	-2	1	-1	-13	-2	-22	-1.6	?	22	-2
52	CN(C)S(=O)(=O)n1cc(/C=C(\NC(=O)c2ccccc2Cl)C(=O)NCCCn2ccnc2)c2ccccc21	-5	7	-2	-13	-1	2	-2.8	7	-2	14
53	CCOC(=O)CP(=O)(c1ccccc1)c1ccccc1	8	-5	-4	11	-5	34	0.0	-8	-34	7
54	O=C(NCCNc1ccc(Cl)cc1[N+](=O)[O-])c1cccnc1	25	-12	4	4	-1	-20	-2.0	-6	21	-10
55	N#CC1=C(N)Oc2ccc3ccc(O)cc3c2C1c1cccnc1 (stereo unspecified)	0	2	0	-8	6	-17	-0.5	-2	17	-22
56	Cc1ccc(C)c(NC(=O)CN(C)C(=O)c2ccc3ncsc3c2)c1	-1	nt	-1	2	1	-7	-3.4	5	7	-3
57	CC[N+](CC)(CC)C/C(N)=N/O	7	9	-2	-5	-4	6	nt	2	-6	0
58	Cc1cccc(-n2ccnc2CN2CCN(C3CCCC3)C(CCO)C2)c1 (stereo unspecified)	-5	-3	-5	-6	0	nt	-0.3	0	nt	3
59	COc1ccc(C(=O)NC2(C(F)(F)F)NC(=O)N(CCCc3ccccc3)C2=O)cc1OC (stereo unspecified)	-3	7	0	-12	-3	2	-0.8	-15	-2	2
60	O=C(Cc1ccccc1[N+](=O)[O-])N1CCOCC1	4	-16	-5	2	0	21	-1.1	3	-21	3
61	Cc1[nH]n(-c2ccccc2)c(=O)c1C(C[N+](=O)[O-])c1ccc(Br)cc1 (stereo unspecified)	-2	122*	32	-3	0	-1	nt	-4	1	-83
62	CC(C)CNC(CC(=O)O)c1ccccc1 (stereo unspecified)	-6	13	2	3	1	-9	1.2	3	9	-9
63	COc1ccc(C(=O)NCCNc2nc3ccc(C)cc3cc2C#N)cc1OC	-1	-1	-3	-8	-5	-26	-1.4	4	26	nt
